Assay outcomes from PubChem.
thrombin 1536: inhibitors of human thrombin. inhibition, % at 5 µM. alpha-thrombin, Boc-VPR-AMC fluorogenic substrate cleavage. AID 1046. 220,000 tested, 0.26% active. P00734;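 active = inhibition at or above 40%; inactive = inhibition below 40%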;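 also: 0% = enzyme with no compound and 100% = wells without enzyme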
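Material: Human alpha-thrombin protein | Buffer or medium: pH 7.5 Tris-saline with Tween 20 | Reagent: Boc-VPR-AMC substrate, 15 µM final | Schedule: Reaction at ambient temperature | Detection: AMC fluorescence at 355 nm excitation and 460 nm emission | Evaluation: Percent inhibition scaled between no-compound controls and no-enzyme blanks | Controls: no-compound enzyme wells and no-enzyme blanks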
hK5 inh: inhibitors of human kallikrein 5. recombinant hK5, fluorogenic AMC substrate cleavage. inhibition, % at 5 µM. 210,000 tested, 0.59% active;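 active = inhibition of 40% or more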;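 also: 0% = enzyme controls without compound and 100% = no-enzyme blanks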
14-3-3 Bad inh: disrupts binding of bovine 14-3-3 zeta to phospho-Bad peptide; inhibition, % at 21.7 µM; TR-FRET 14-3-3zeta/Dy647-pBad peptide displacement, 1 h; AID 781; 220,000 tested, 0.71% active; P63103;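 active = inhibition above about 70%, limit read from the data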;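 also: 0% = full 14-3-3 plus peptide FRET controls and 100% = background without 14-3-3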
Target sequence (P63103 whole entry, looked up): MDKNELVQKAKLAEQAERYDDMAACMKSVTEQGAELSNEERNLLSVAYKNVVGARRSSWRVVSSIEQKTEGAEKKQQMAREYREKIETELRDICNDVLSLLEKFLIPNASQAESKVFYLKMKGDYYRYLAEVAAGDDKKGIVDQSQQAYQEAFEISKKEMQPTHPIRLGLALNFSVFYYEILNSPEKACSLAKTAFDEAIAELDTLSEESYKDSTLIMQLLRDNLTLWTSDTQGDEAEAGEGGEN
EBV gp42 inh: inhibitors of Epstein-Barr virus glycoprotein 42; inhibition, % (tested at 21.74 µM); Q1HVG2; Fluorescence polarization binding assay, mP read-out; 220,000 tested, 0.42% active; in the data active = inhibition above about 50%
Target sequence (Q1HVG2 whole entry, looked up): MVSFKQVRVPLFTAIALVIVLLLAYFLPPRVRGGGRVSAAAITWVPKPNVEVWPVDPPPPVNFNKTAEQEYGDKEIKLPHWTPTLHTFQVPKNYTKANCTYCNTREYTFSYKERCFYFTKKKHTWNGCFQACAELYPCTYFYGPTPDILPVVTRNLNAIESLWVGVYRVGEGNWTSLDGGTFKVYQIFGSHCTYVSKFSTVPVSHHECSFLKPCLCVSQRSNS
eIF4E-4G inh: blocks eIF4E binding to eIF4G; P63073+Q04637; TR-FRET eIF4E-eIF4GI(517-606) binding, 2 h; inhibition, % at 21.7 µM; 220,000 tested, 0.37% active;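 also: 0% = full FRET control wells and 100% = background wells lacking eIF4GI fragment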
Furin inhibitor: blocks human furin protease activity. inhibition, % at 30 µM. 220,000 tested, 0.061% active. P09958. purified furin, fluorogenic substrate cleavage. AID 463115; in the data active = inhibition above about 25%; also: inactives centre near -15
p47phox inh: blocks human p47phox regulatory protein of NADPH oxidases. 220,000 tested, 0.53% active. P14598. p47phox/p22phox peptide binding, fluorescence polarization, 2 h. AID 1274. inhibition, % at 24.7 µM;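 also: 0% = p47phox with labelled peptide and 100% = labelled peptide alone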
Cl transport mod: KCC2 (human) Cl- transport modulation | Q9H2X9 | KCC2 cells, thallium flux FluoZin-2 fluorescence | B-score of Tl+ flux slope (higher = more flux/activation; lower = inhibition) at 10 µM | 190,000 tested, 2.2% active | AID 1456;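 active = thallium flux slope and its plate-corrected score both differing from the plate sample mean at a set confidence after two filtering rounds, in either direction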;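 also: slope of fluorescence scaled to starting intensity during 10 to 20 s after thallium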
Rad51 HR inh: blocks human Rad51 in homologous recombination; hRad51 DNA strand exchange, fluorescence dequenching; 200,000 tested, 0.085% active; inhibition, % at 10 µM; Q06609;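 active = inhibition above 40% at the single screening dose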;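 also: 0% = DMSO control wells and 100% = blanks with heterologous ssDNA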
Target sequence (Q06609 whole entry, looked up): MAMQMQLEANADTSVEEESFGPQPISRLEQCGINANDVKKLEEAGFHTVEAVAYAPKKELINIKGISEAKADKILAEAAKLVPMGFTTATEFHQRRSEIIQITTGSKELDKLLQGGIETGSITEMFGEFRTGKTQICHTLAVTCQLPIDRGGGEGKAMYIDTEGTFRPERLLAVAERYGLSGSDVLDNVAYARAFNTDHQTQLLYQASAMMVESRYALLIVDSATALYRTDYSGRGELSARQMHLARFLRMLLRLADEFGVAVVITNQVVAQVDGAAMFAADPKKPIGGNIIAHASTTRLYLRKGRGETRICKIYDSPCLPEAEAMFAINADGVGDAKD
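material = hRad51 filaments on single-stranded DNA | timing = filaments 15 min 37 °C, then compound 30 min | signal = FRET fluorescence dequenching, excitation 485 nm, emission 520 nm | benchmarks = control wells and blank wells on each plate | evaluation = percent inhibition relative to plate controls and blanks | compound = 10 µM final, single point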
* hit, by the source's call; · = no result given; [ ] = another dose, or the depositor's remark.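 The calls were made as follows, unless noted: active = inhibition above about 30% (limit read from the data); inactive = the rest.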

Screens by letter: A = thrombin 1536; B = hK5 inh; C = 14-3-3 Bad inh; D = EBV gp42 inh; E = eIF4E-4G inh; F = Furin inhibitor; G = p47phox inh; H = Cl transport mod; I = Rad51 HR inh
CCOc1ccc(-n2c(C)nc3cc(C(=O)NCc4ccc5c(c4)OCO5)ccc32)cc1
  A = -5	B = -13	C = -4	D = 17	E = 0[fluorescence artefact?]	F = -9	G = -15	H = -0.034	I = -1

CCc1nc(NCc2ccccc2)c(C#N)c2c1CCCC2
  A = -1	B = -25	C = -9[fluorescence artefact?]	D = -20	E = -1[fluorescence artefact?]	F = -29	G = -12	H = 0.03	I = ·

CN(C(=O)COc1ccc([N+](=O)[O-])cc1)C1CCS(=O)(=O)C1 (centres undefined)
  A = -3	B = 0	C = -1	D = -14	E = 4	F = -22	G = ·	H = -0.19	I = ·

CCCSc1nc(N2CCOCC2)c2c(c1C#N)CC(C)(C)SC2
  A = -12	B = -25	C = -10[fluorescence artefact?]	D = 0	E = 0	F = -21[20 µM]	G = 6	H = 0.033	I = 4

COc1ccc(CC(=O)NNC(=O)CCC(=O)Nc2cc(C)ccc2C)cc1
  A = -6	B = 0	C = 1	D = 6	E = -7	F = -18	G = 3	H = 0.079	I = 6

Cc1ccc(NCC(=O)N/N=C/c2cccn2C)cc1
  A = -6	B = 3	C = 2	D = -11	E = 5	F = -9	G = -6	H = 0.0031	I = ·

C/C(CC(=O)Nc1ccc(Cl)c(C(F)(F)F)c1)=N\NC(N)=S
  A = -16	B = 4	C = -14	D = -24	E = 0	F = -29	G = -12	H = 0.56	I = 1

CCOC(=O)COc1ccc(Br)cc1/C=C\c1[nH]c(=O)[nH]c(=O)c1[N+](=O)[O-]
  A = -5	B = -6	C = -2[fluorescence artefact?]	D = 20	E = -7[fluorescence artefact?]	F = -1	G = -10	H = 0.37	I = 7

CCOc1ccc(C(=O)COc2ccc(NC(C)=O)cc2)cc1
  A = 1	B = -7	C = 9	D = -23	E = -15	F = -25[20 µM]	G = -19	H = 1	I = -10

COc1ccc(-c2cc3nc(C)c(CCC(=O)NCc4ccc(F)cc4)c(C)n3n2)c(OC)c1
  A = 0	B = ·	C = 5	D = -4	E = 7	F = 8	G = -6	H = -0.02	I = ·

CC[C@@H]1C=C(C)C[C@H](C)C[C@H](OC)[C@H]2O[C@@](O)(C(=O)C(=O)N3CCCC[C@H]3C(=O)O[C@H](/C(C)=C/[C@@H]3CC[C@@H](O)[C@H](OC)C3)[C@H](C)[C@@H](O)CC1=O)[C@H](C)C[C@@H]2OC
  A = 3	B = 5	C = -9[fluorescence artefact?]	D = -16	E = 2[fluorescence artefact?]	F = -3	G = -3	H = -0.64	I = -3

Cc1cc(N2C(=O)CCC2=O)ccc1NC(=O)c1cccs1
  A = -1	B = 5	C = 7	D = -5	E = 2	F = -11[20 µM]	G = -7	H = 1.1	I = -1

CC(=O)Nc1nnc(SCC(=O)c2ccc(F)cc2)s1
  A = -13	B = 0	C = 2	D = -8	E = -1	F = -14	G = -3	H = 0.37	I = 4

CCCn1nnc(NC(=O)C(C)Oc2ccc(Cl)cc2Cl)n1 (centres undefined)
  A = -7	B = -5	C = 3	D = -10	E = 5	F = -18[20 µM]	G = 1	H = -0.026	I = 1

COc1cc(C(=S)N2CCOCC2)ccc1OS(=O)(=O)c1ccccc1[N+](=O)[O-]
  A = -3	B = -7	C = -11	D = -3	E = -4	F = -9	G = -2	H = 1.2	I = ·

CCOc1ccc(C(C)=O)cc1COC(=O)c1cccnc1SC
  A = -5	B = 0	C = 0	D = -23	E = 2	F = -12	G = -15	H = 0.43	I = 7

C=CCn1c(SCC(=O)c2cc(C)n(C)c2C)nnc1-c1ccncc1
  A = -13	B = 0	C = -8	D = 5	E = -1	F = -9	G = 6	H = 0.02	I = 9

Cc1sc2ncn(CC(=O)OCC(=O)NC(C)(C)C)c(=O)c2c1C
  A = 4	B = 4	C = -7[fluorescence artefact?]	D = -10	E = -3[fluorescence artefact?]	F = -6	G = 4	H = ·	I = -3

Cc1ccc(N2C(=O)c3ccccc3C2C(=O)c2ccc(C)c(C)c2O)cc1 (centres undefined)
  A = -3	B = 3	C = 3	D = -19	E = 1	F = -9	G = -10	H = ·	I = -9

CC(C)n1cc(-c2nc(C(=O)NN)cs2)c(=O)n(Cc2ccccc2)c1=O
  A = -4	B = -9	C = -9	D = -12	E = 0	F = -3	G = -2	H = -0.5	I = 0

CC(C(=O)NCCN1C(=O)S/C(=C\c2cccnc2)C1=O)N1C(=O)c2ccccc2C1=O (centres undefined)
  A = -2	B = -7	C = -18	D = -15	E = 6	F = -11	G = -5	H = 0.45	I = 1

CSc1ccccc1C(=O)C1CCCN(Cc2c(C)n(C)n(-c3ccccc3)c2=O)C1 (centres undefined)
  A = -1	B = -8	C = -4	D = -3	E = 0	F = -10	G = -1	H = ·	I = ·

COc1ccc(C(C(=O)NC(C)(C)C)N(Cc2ccco2)C(=O)CCC(=O)Nc2cc(C)on2)cc1 (centres undefined)
  A = -1	B = -12	C = 0	D = -5	E = -3	F = -23	G = 3	H = -0.14	I = -4

Cn1cc(-c2nnnn2-c2ccccc2)c(=O)c2ccccc21
  A = 5	B = -6	C = 4	D = -23	E = 8	F = -16[20 µM]	G = 4	H = 0.76	I = 8

O=C(COC(=O)CNC(=O)c1ccccc1)Nc1ccccc1Cl
  A = -26	B = -7	C = -6	D = -9	E = -1	F = -26	G = -4	H = -0.92	I = 0

C=CCn1c(SCC(=O)OCC)nc(C(F)(F)F)cc1=O
  A = -4	B = 8	C = -7	D = -15	E = 9	F = -25	G = 2	H = -0.4	I = 2

C=CCn1c(CNC(=O)c2ccco2)nnc1SCC(=O)c1ccccc1
  A = 6	B = -3	C = -13	D = 5	E = 3	F = -22	G = -4	H = -0.045	I = 15

Cc1ccc(-c2nc(=S)c3c(n2Cc2cccnc2)CC(C)(C)OC3)cc1
  A = -9	B = -1	C = -4	D = -7	E = 4	F = 1	G = -5	H = 0.17	I = ·

O=C(Nc1ccc2[nH]c3c(c2c1)CCCC3)c1ccco1
  A = 1	B = -20	C = 0	D = 68*	E = -12[fluorescence artefact?]	F = -16[20 µM]	G = -16	H = -0.058	I = -7

COc1ccc(/C=C/C(=O)N2CCN(c3ccccn3)CC2)c2ccccc12
  A = ·	B = 2	C = -7	D = -6	E = -4	F = -29	G = -11	H = -0.45	I = -9

Three compounds out of the list, ordered by number of heavy atoms, highest first:
Screens by letter: A = thrombin 1536; B = hK5 inh; C = 14-3-3 Bad inh; D = EBV gp42 inh; E = eIF4E-4G inh; F = Furin inhibitor; G = p47phox inh; H = Cl transport mod; I = Rad51 HR inh
COc1ccc(/C=C/C(=O)N2CCN(c3ccccn3)CC2)c2ccccc12
  A = ·	B = 2	C = -7	D = -6	E = -4	F = -29	G = -11	H = -0.45	I = -9

C=CCn1c(CNC(=O)c2ccco2)nnc1SCC(=O)c1ccccc1
  A = 6	B = -3	C = -13	D = 5	E = 3	F = -22	G = -4	H = -0.045	I = 15

Cn1cc(-c2nnnn2-c2ccccc2)c(=O)c2ccccc21
  A = 5	B = -6	C = 4	D = -23	E = 8	F = -16[20 µM]	G = 4	H = 0.76	I = 8

The results go on:
Screens by letter: A = thrombin 1536; B = hK5 inh; C = 14-3-3 Bad inh; D = EBV gp42 inh; E = eIF4E-4G inh; F = Furin inhibitor; G = p47phox inh; H = Cl transport mod; I = Rad51 HR inh
Cn1nc(C(=O)NC2CCCCC2)c2ccccc2c1=O
  A = -7	B = 7	C = 11	D = 2	E = 0	F = -26	G = -4	H = ·	I = 2

Cc1sc2ncnc(SCC(=O)N3CCCC3)c2c1C
  A = -8	B = -14	C = 6	D = -11	E = -8	F = -16[20 µM]	G = -16	H = 1.6	I = -3

CCc1cc2cc(C)cc(C)c2nc1SCC(=O)Nc1cc(C)on1
  A = -9	B = -1	C = -10	D = -3	E = 2	F = -22	G = -8	H = -0.075	I = -13

Oc1ccc(CN2CCc3ccccc3C2)c2cccnc12
  A = -6	B = -14	C = 8	D = 13	E = 7[fluorescence artefact?]	F = 0[20 µM]	G = -3	H = -0.39	I = -9

O=C(NCc1ccccn1)c1cccc([N+](=O)[O-])c1
  A = -2	B = 2	C = -8	D = -1	E = -5	F = -20	G = -1	H = -0.39	I = -5

Cc1scc(C(=O)Nn2cnnc2)c1-c1ccccc1
  A = 3	B = -22	C = 22	D = -10	E = -19	F = -27[20 µM]	G = -15	H = -0.54	I = -1

COc1cc(C2C(C(=O)c3ccc(C)o3)=C(O)C(=O)N2c2cc(C)on2)cc(Br)c1O (centres undefined)
  A = 1	B = -1	C = 25[fluorescence artefact?]	D = -19	E = -7[fluorescence artefact?]	F = -16[20 µM]	G = -11	H = 0.12	I = -1

CC[C@H](C)NC(=O)c1ccc(Cn2c(=S)[nH]c3c([nH]c4ccc(OC)cc43)c2=O)cc1
  A = -5	B = -5	C = 18	D = 1	E = 10	F = -20	G = -2	H = -0.37	I = -3

O=C(CCCSc1nc2ccccc2s1)NCc1ccco1
  A = 5	B = -1	C = -11	D = -16	E = -4	F = -16	G = 0	H = -1.5	I = 3

O=C(CCn1c(=O)[nH]c2ccsc2c1=O)N1CCN(Cc2ccc3c(c2)OCO3)CC1
  A = -2	B = -1	C = 47[fluorescence artefact?]	D = 2	E = -4	F = -14[20 µM]	G = -2	H = 0.074	I = ·

Cc1ccc(C(=O)C(C)OC(=O)C2=COCCO2)cc1C (centres undefined)
  A = 2	B = 4	C = -4[fluorescence artefact?]	D = -4	E = 2	F = -24	G = -18	H = 0.95	I = 3

CCOC(=O)c1c(NC(=S)Nc2ccccc2)sc(C)c1C
  A = 3	B = 4	C = 9	D = -20	E = -7	F = -3[20 µM]	G = -15	H = 0.055	I = -1

Cc1ccc(-c2csc(NC(=O)CSc3nc(C)cs3)n2)cc1
  A = 2	B = -7	C = 4[fluorescence artefact?]	D = -6	E = 0	F = -15[20 µM]	G = -30	H = -2.7	I = -2

CCOc1cc(N2CCOCC2)c(OCC)cc1NC(=O)CN1CCCC1
  A = -5	B = -5	C = 38	D = 2	E = 2	F = -13	G = 6	H = 0.2	I = 1

Cc1c(CCO)c(=O)[nH]n1S(=O)(=O)c1ccccc1
  A = -3	B = -2	C = -12	D = 3	E = -3	F = 1	G = 1	H = 0.032	I = 10

COc1ccc(C(=O)N/C(=C\c2ccc3c(c2)OCO3)C(=O)Nc2ccc(C(=O)O)cc2)cc1
  A = -12	B = 1	C = -11	D = 7	E = -1	F = -4	G = -7	H = -0.03	I = 7

Quoted from the listing:
Result for CCOC(=O)c1c(NC(=S)Nc2ccccc2)sc(C)c1C in eIF4E-4G inh: -7
Result for Cc1c(CCO)c(=O)[nH]n1S(=O)(=O)c1ccccc1 in Cl transport mod: 0.032
Result for COc1ccc(C(=O)N/C(=C\c2ccc3c(c2)OCO3)C(=O)Nc2ccc(C(=O)O)cc2)cc1 in Cl transport mod: -0.03
